CASP6 VEID inh = inhibitors of human caspase-6; P55212; purified caspase-6, Z-VEID-R110 cleavage fluorescence; inhibition, % at 12.5 µM; actives 0.53% (n = 350,000); AID 686996;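 active = mean inhibition across replicates at least about 35%, with every replicate also reaching that limit, limit read from the data; inconclusive = only one of the two criteria met; inactive = neither criterion met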;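 note: 0% = median of neutral control wells and 100% = no fluorescence left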
Target sequence (P55212 24-179 limits assumed): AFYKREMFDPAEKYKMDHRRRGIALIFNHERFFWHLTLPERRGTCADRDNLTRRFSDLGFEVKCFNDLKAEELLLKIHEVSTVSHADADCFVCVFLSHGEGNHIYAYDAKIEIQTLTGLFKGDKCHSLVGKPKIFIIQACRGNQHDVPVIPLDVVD
Target sequence (P55212 194-293 limits assumed): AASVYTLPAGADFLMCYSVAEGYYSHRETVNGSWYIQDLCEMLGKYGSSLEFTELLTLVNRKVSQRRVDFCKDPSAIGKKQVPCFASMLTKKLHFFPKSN
F508del corr = correctors of CFTR F508del function in bronchial epithelial cells | CFBE cells, YFP halide quenching; stimulated with forskolin plus potentiator P3; % fluorescence drop versus neutral controls | activity (quench increase), % at 7.58 µM | actives 0.36% (n = 350,000) | AID 720511;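 active = mean added fluorescence quench of at least 8% versus neutral control, with both replicates also reaching 8%; inconclusive = only one of the mean or replicate conditions met; inactive = mean below 8% and not both replicates reaching 8%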;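 note: cells transiently co-express mutant CFTR-F508del with the halide-sensitive YFP; corrector assay measuring rescue of mutant channel to the surface after 24 h compound exposure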
ERp5 inh = blocks human ERp5 reductase activity on insulin; Q15084; ERp5 insulin aggregation, absorbance 650 nm, 90 min; inhibition, % at 9.99 µM; actives 0.05% (n = 350,000);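 active = mean replicate inhibition above about 25%, with every replicate also reaching it, limit read from the data, passing the limit was not always enough; inconclusive = only one of those two criteria met; inactive = neither criterion met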
Target sequence (Q15084 whole entry, looked up): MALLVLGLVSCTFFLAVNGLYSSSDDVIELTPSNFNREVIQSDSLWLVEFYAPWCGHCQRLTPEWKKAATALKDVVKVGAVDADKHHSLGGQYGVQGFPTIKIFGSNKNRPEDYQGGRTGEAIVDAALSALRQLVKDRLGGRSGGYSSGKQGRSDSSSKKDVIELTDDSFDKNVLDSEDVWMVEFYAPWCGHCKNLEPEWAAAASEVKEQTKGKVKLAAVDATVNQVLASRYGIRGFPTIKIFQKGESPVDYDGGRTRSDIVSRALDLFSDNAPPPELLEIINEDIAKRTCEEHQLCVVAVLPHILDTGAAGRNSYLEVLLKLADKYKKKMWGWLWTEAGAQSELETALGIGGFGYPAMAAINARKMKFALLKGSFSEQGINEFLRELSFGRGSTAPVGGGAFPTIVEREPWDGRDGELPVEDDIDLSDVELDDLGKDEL
SIRT5 block = sirtuin-5 (human) deacylase inhibition | Purified SirT5, succinyl-peptide AMC, trypsin-coupled fluorescence | inhibition, % at 15 µM | actives 1.1% (n = 330,000) | Q9NXA8; in the data active = inhibition above about 15%; inconclusive = no clear call, values can overlap the other calls
Target sequence (Q9NXA8 whole entry, looked up): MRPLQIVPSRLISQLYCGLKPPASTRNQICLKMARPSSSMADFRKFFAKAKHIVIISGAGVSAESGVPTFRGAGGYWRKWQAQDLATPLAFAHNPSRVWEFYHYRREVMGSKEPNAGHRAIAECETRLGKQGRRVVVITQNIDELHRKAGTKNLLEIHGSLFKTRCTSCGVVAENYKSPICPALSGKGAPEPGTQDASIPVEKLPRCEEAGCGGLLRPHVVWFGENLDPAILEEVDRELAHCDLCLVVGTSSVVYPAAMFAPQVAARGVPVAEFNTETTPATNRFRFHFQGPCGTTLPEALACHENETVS
ERAP1 HTS inh = ERAP1 (human) enzyme inhibition; AID 652197; inhibition, % at 10.7 µM; recombinant ERAP1, Leu-AMC fluorescence, 60 min; Q9NZ08; actives 0.15% (n = 340,000);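 active = mean replicate inhibition of at least 30%, or all replicates individually reaching that 30% level; inactive = mean below 30% and not every replicate reaching it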;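 note: 0% = neutral control wells and 100% = L-leucinethiol positive control wells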
miR122 inh = blocks miR-122 activity in Huh7 sensor cells. Huh7 miR-122 Renilla luciferase sensor, 48 h; neutral wells = 0, positive control = 100. activation (reporter increase), % at 12.5 µM. actives 0.3% (n = 340,000);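 active = mean replicate activation score at least 90 and every replicate individually at or above 90; inconclusive = only one of the two criteria met; inactive = neither criterion met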;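 note: higher luciferase means less miR-122 activity so hits act as miR-122 inhibitors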
DENV2 CPE rescue = protects cells from dengue virus 2 cytopathic effect | DENV2-infected cells, cytopathic effect rescue, plate reader | CPE inhibition, % at 9.99 µM | actives 1.7% (n = 350,000) | AID 651640; in the data active = CPE inhibition above about 20%, passing the limit was not always enough; inconclusive = no clear call, values can overlap the other calls; tested in BHK-21 cells;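 note: 0% = median of neutral control wells and 100% = median of positive control wells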
* = called active by the depositor; ? = inconclusive; · = no result given; & = joins results of further samples; [ ] = another dose, or the depositor's remark.

SMILES | CASP6 VEID inh | F508del corr | ERp5 inh | SIRT5 block | ERAP1 HTS inh | miR122 inh | DENV2 CPE rescue
Cc1nn(C)cc1S(=O)(=O)N1CCN(c2ccc(F)cc2)CC1 | 4 | -1.4 | -3 | 7 | 0 | 2 | -1
COc1ccc(N(C(C)=O)S(=O)(=O)c2cccc3cccnc23)cc1 | 7 | · | -4 | -1 | 1 | · | 1
COc1ccccc1NC(=O)C(C)OC(=O)C1CC(=O)N(c2ccc3c(c2)OCCO3)C1 (stereo not drawn) | 1 | 0.6 | -1 | -1 | 1 | 3 | 7
CC(C)(C)[S@](=O)N1Cc2cc(C(=O)NC3CCCC3)nc(-c3cccc(Br)c3)c2[C@@H]1CCO | 6 | -0.4 | 1 | 7 | 2 | · | -7
Cc1ccc(C)c(NC(=O)CN(C)C(=O)c2ccc(S(=O)(=O)N3CCCCCC3)cc2)c1 | 2 | -0.4 | -4 | 1 | 2 | · | -11
O=C(CSc1nc2sc3c(c2c(=O)n1-c1ccccc1)CCCC3)NCc1ccco1 | 4 | 0.9 | 1 | · | -1 | -2 | ?
O=C(CCNC(=O)c1ccc(Br)cc1)Nc1nc2ccccc2[nH]1 | 1 | 3.6 | 4 | -3 | -1 | -4 | -5
O=C(c1cccs1)c1sccc1Cc1ccccc1 | 3 | -0.5 | -1 | · | 2 | · | -3
CC(C)(CNS(=O)(=O)c1ccc2c(c1)OCCO2)N1CCOCC1 | 0 | -1.9 | 1 | 1 | 5 | 2 | -2
COC(=O)C1CN(S(=O)(=O)c2cc(OC)ccc2OC)CCS1 (stereo not drawn) | 6 | 1.1 | -4 | -2 | -2 | -3 | -7

Another view of four compounds above.
| mol | CASP6 VEID inh | F508del corr | ERp5 inh | SIRT5 block | ERAP1 HTS inh | miR122 inh | DENV2 CPE rescue |
| --- | --- | --- | --- | --- | --- | --- | --- |
| Cc1nn(C)cc1S(=O)(=O)N1CCN(c2ccc(F)cc2)CC1 | 4 | -1.4 | -3 | 7 | 0 | 2 | -1 |
| COc1ccc(N(C(C)=O)S(=O)(=O)c2cccc3cccnc23)cc1 | 7 | · | -4 | -1 | 1 | · | 1 |
| COc1ccccc1NC(=O)C(C)OC(=O)C1CC(=O)N(c2ccc3c(c2)OCCO3)C1 (stereo not drawn) | 1 | 0.6 | -1 | -1 | 1 | 3 | 7 |
| CC(C)(C)[S@](=O)N1Cc2cc(C(=O)NC3CCCC3)nc(-c3cccc(Br)c3)c2[C@@H]1CCO | 6 | -0.4 | 1 | 7 | 2 | · | -7 |

Following part:
SMILES | CASP6 VEID inh | F508del corr | ERp5 inh | SIRT5 block | ERAP1 HTS inh | miR122 inh | DENV2 CPE rescue
CCOc1ccc(-c2c(C#N)c(N)nc3sc(C(=O)c4ccccc4)c(N)c23)cc1 | 0 | 1.1 | -2 | -1 | · | · | 3
CC(=O)N(C)C[C@H]1Oc2ncc(C#C[C@H](C)O)cc2C(=O)N([C@H](C)CO)C[C@H]1C | 2 | 0.4 | 1 | 5 | -5 | -5[16.7 µM] | 9
O=C(CN1CCN(c2ccccn2)CC1)Nc1cccc(S(=O)(=O)N2CCOCC2)c1 | -2 | 0.3 | 0 | -2 | -4 | -1 | -4
O=C(NCc1ccc2c(c1)OCO2)c1c(Cl)cccc1Cl | 1 | 0.4 | -10 | 4 | 1 | -5 | 10
Cc1c(S(=O)(=O)Nc2ccc(Oc3ccccc3)cc2)c(=O)n(C)c(=O)n1C | 5 | -2.5 | 3 | -2 | -1 | 1 | -4
CCCCCN(C(=O)CCC(=O)OCC(=O)c1ccc(C(C)(C)C)cc1)c1c(N)n(CCCC)c(=O)[nH]c1=O | 6 | -2.5 | -1 | 3 | 2 | · | 1
COc1ccc(OC)c(S(=O)(=O)n2nc(-c3ccccc3)cc2N)c1 | -2 | -0.4 | -3 | -5 | 5 | 12 | 5
CCN(c1ccccc1)S(=O)(=O)c1cccc(C(=O)N(C)CCOc2ccccc2)c1 | -86 | -0.1 | 2 | 3 | 4 | 29 | -3
CC(C)c1ccc(/C=C/c2ccc(=O)n(C)n2)cc1 | 2 | -3.0 | 5 | -3 | -1 | · | -1
COc1cc(C2c3sc(=O)[nH]c3SC3C(=O)N(c4ccc(C)cc4)C(=O)C32)ccc1O (stereo not drawn) | 5 | -0.3 | 0 | -1 | -1 | -2 | -2
CCc1ccc(C(=O)NNc2ccccc2F)cc1 | -1 | 1.2 | 4 | 0 | -3 | -3 | 9
COc1ccc(CCN(C(=O)C(F)(F)F)C(C(=O)NC2CCCCC2)c2ccc(C)s2)cc1 (stereo not drawn) | 2 | -1.6 | 0 | -6 | -4 | · | -3
Cc1cc(C(=O)Nc2cccc3c2O[C@@H](CN(C)Cc2ccc(C(F)(F)F)cc2)[C@@H](C)CN([C@@H](C)CO)C3=O)n(C)n1 | -1 | 0.1 | -3 | 1 | 2 | 25[16.7 µM] | -5
CCOC(=O)c1oc2ccccc2c1CN1CCN(C(=O)c2ccccc2)CC1 | 1 | -0.7 | -2 | 0 | 2 | 1 | -1
CO[C@H](CN(C)Cc1nccs1)[C@@H](C)CN([C@@H](C)CO)S(=O)(=O)c1ccc(C)cc1 | 3 | -0.5 | -3 | 19* | 1 | · | 7
CCCn1cnc2scc(-c3ccc(C)c(C)c3)c2c1=O | -1 | 1.2 | 7 | 2 | -2 | 1 | -5
COCCN(CC(=O)Nc1ccccc1C(F)(F)F)C(=O)/C=C/c1cc(Cl)c2c(c1)OCCO2 | 1 | 1.5 | -2 | -9 | 4 | · | -7
COCCNC(=O)C1CCC(CNS(=O)(=O)c2ccc(F)cc2)CC1 (stereo not drawn) | -1 | -0.6 | -2 | -4 | -1 | -6 | 34*
CS(=O)(=O)c1ccc2c(c1)sc1nc(=O)c(/C=C3/C=CC(=O)C(O)=C3)c(N)n12 | 29 | 0.9 | 0 | 5 | 8 | · | 6
CCCNC(=O)N1C[C@@H]2[C@H](c3ccccc31)[C@@H](CO)N2C(=O)Nc1ccccc1F | 4 | 0.4 | -8 | -2 | -1 | 8[16.7 µM] | 3
COC(=O)C1=C(C)NC(C)=C([N+](=O)[O-])C1c1ccccc1C(F)(F)F (stereo not drawn) | 2&2 | 0.1&-1.5 | -6&-3 | 1&0 | -1&1 | -5&2 | 6&-2
C[C@H]1CN([C@@H](C)CO)C(=O)c2cc(NC(=O)Cc3ccccc3)ccc2O[C@H]1CN(C)C(=O)Nc1ccccc1 | -1 | -3.2 | -8 | 0 | -2 | 1[16.7 µM] | -2
CN(Cc1ccccn1)C(=O)c1ccc2nc(Cc3cccc(Cl)c3)oc2c1 | -6 | 4.9 | -3 | -2 | -3 | 7 | ?
Cc1ccccc1S(=O)(=O)N1CC(=O)N2[C@H](CO)[C@H](c3ccc(C#CC4CC4)cc3)[C@@H]2C1 | 1 | -0.2 | 9 | 13 | 0 | · | 5
COc1cccc(C(O)c2ncc(-c3ccc(C(F)(F)F)cc3)[nH]2)c1 (stereo not drawn) | -4 | 2.3 | 5 | 1 | -3 | 3 | 18
Cc1ccc(S(=O)(=O)N(C)C[C@@H]2Oc3ccc(NC(=O)NC(C)C)cc3C(=O)N([C@@H](C)CO)C[C@H]2C)cc1 | 0 | 0.2 | -1 | -1 | -2 | -2[16.7 µM] | -5
CCN(CC(=O)Nc1ccc(N2CCOCC2)cc1)C(=O)c1ccc(C#N)cc1 | 3 | -2.0 | 0 | · | -2 | · | -9
Cc1c(NC(=O)C(C)OC(=O)CCc2ccccc2)c(=O)n(-c2ccccc2)n1C (stereo not drawn) | 1 | · | 3 | 1 | 6 | · | 15
O=C(CSCc1ccc(Br)cc1)NCCc1ccccc1 | 0 | -1.3 | 1 | 1 | · | 4 | 0
COc1ccccc1S(=O)(=O)N[C@@H]1C=C[C@H](CC(=O)NCc2cccc(F)c2)O[C@@H]1CO | -2 | -0.6 | 3 | 3 | 0 | · | 19
CC(Sc1ccccc1)C(=O)N1CCN(S(=O)(=O)c2ccccc2F)CC1 (stereo not drawn) | 0 | -0.3 | 1 | 0 | -1 | -3 | 1
CN1CCN(C(c2ccc(Cl)cc2)c2cc(Cl)c3cccnc3c2O)CC1 (stereo not drawn) | -9 | -1.2 | 3 | -1 | -4 | -9 | ?
CC(=O)N1c2ccc(S(=O)(=O)NCC3CCC(C(=O)NCc4ccccc4)CC3)cc2CC1C (stereo not drawn) | 0 | 0.6 | -1 | -5 | 4 | 2 | -1
Cc1ccc(NC(=O)C2(N3CCC3=O)CCCCC2)cc1 | -2 | · | -3 | -1 | -4 | · | 1
O=C(C[C@H]1CC[C@@H]2[C@H](COC[C@@H](O)CN2C(=O)Nc2ccc(Cl)cc2)O1)NCCc1ccncc1 | -5 | 3.4 | 3 | 0 | -1 | 6[16.7 µM] | ?
C[C@H](CO)N1C[C@H](C)[C@H](CN(C)C(=O)NC2CCCCC2)Oc2ccc(NC(=O)CCC(F)(F)F)cc2C1=O | 3 | -1.3 | 2 | -1 | -2 | 2[16.7 µM] | -1
C[C@@H]1CN([C@H](C)CO)C(=O)c2cc(C#CC(C)(C)O)cnc2O[C@@H]1CN(C)C(=O)C1CCOCC1 | -2 | 0.8 | -11 | 0 | -4 | 5[16.7 µM] | -8
O=C(COC(=O)c1ccccn1)NCc1cccs1 | 0 | -0.8 | 1 | 1 | -2 | · | -4
NC(=O)C1CCCN(C(=O)c2cccc(S(=O)(=O)N3CCCCCC3)c2)C1 (stereo not drawn) | 1 | -4.2 | 9 | -2 | -2 | -7 | -4
Cc1cc(C)cc(N(C(C)C(=O)N2CCCCC2)S(C)(=O)=O)c1 (stereo not drawn) | -2 | · | -5 | 0 | 3 | · | ·
CCOc1ccc(-n2cnc3scc(-c4ccc(OC)c(OC)c4)c3c2=O)cc1 | -4 | 2.5 | 0 | -2 | 0 | · | -10
O=[N+]([O-])c1ccc(CS(=O)c2ccccc2)cc1 (stereo not drawn) | -1 | 1.5 | 3 | -4 | 1 | · | 4
O=C(c1ccc(Cl)c(S(=O)(=O)N2CCOCC2)c1)N1CCN(c2ccccc2F)CC1 | -2 | -1.8 | 2 | 0 | 2 | -1 | 10
C[C@H]1CN([C@@H](C)CO)C(=O)c2cc(NS(=O)(=O)c3ccc(F)cc3)ccc2O[C@@H]1CN(C)Cc1ccc(-c2ccccc2)cc1 | -3 | 3.2 | -10 | 15* | -1 | 5[16.7 µM] | -6
CCCC#Cc1cnc2c(c1)C(=O)N([C@H](C)CO)C[C@H](C)[C@@H](CN(C)C(=O)c1cccc(F)c1)O2 | -1 | -1.5 | 0 | -4 | -1 | 6[16.7 µM] | 12
COc1ccc(CC(=O)Nc2cc(S(=O)(=O)N3CCCC3)ccc2Cl)c(OC)c1 | -10 | 0.0 | -2 | -1 | -3 | 61 | 3
O=C(C1CCCC1)N1CC(=O)N2[C@H](C1)[C@H](c1ccc(-c3ccccc3F)cc1)[C@@H]2CO | · | 3.5 | -8 | -2 | · | · | -12
CCCN1CCC(=O)N([C@H](CSc2ccc(OC)cc2)c2ccccc2)CC1 | -5 | 2.5 | 6 | 21* | 0 | 1 | 1
C[C@@H]1CCCCO[C@@H](CN(C)S(=O)(=O)c2cccs2)[C@@H](C)CN([C@H](C)CO)C(=O)c2cc(NS(=O)(=O)c3ccc(F)cc3)ccc2O1 | -2 | -2.2 | -4 | 5 | -2 | 9[16.7 µM] | 1
COC(=O)c1ccc(COC(=O)C2CC(O)CN2S(=O)(=O)c2ccc([N+](=O)[O-])cc2)cc1 (stereo not drawn) | 3 | 1.2 | -3 | -2 | 3 | · | -9

Later entries.
SMILES | CASP6 VEID inh | F508del corr | ERp5 inh | SIRT5 block | ERAP1 HTS inh | miR122 inh | DENV2 CPE rescue
O=C(N/N=C/c1ccccc1[N+](=O)[O-])c1ccc2nc[nH]c2c1 | -3 | 1.9 | -2 | 4 | 6 | -4 | -2
Cc1cccc(C2c3[nH]c4ccccc4c3CCN2C(=O)c2cc(CC(C)C)nc(C)n2)n1 (stereo not drawn) | 2 | -0.5 | 0 | 1 | -1 | -5 | -2
COc1ccc(CN2C(=O)CN(S(C)(=O)=O)CC2(C)C(=O)Nc2c(C)cccc2C)cc1 (stereo not drawn) | -2 | -0.6 | -4 | -6 | · | · | -3
CC(C)NC(=O)Nc1ccc2c(c1)C(=O)N([C@@H](C)CO)C[C@H](C)[C@@H](CN(C)S(C)(=O)=O)OCCCC[C@@H](C)O2 | -1 | -2.1 | -2 | 0 | -5 | 5[16.7 µM] | -4

From PubChem BioAssay
